TDP-43 yeast inh: qHTS of TDP-43 Inhibitors; TDP-43 expressing yeast growth rescue, BacTiter-Glo, 24 h; Potency, µM (doses to about 46.1 µM), for the others: at the highest dose growth rescue (activation), most hits filed as activators; actives 1.8% (n = 410,000); AID 652104, 2013; note: potency is the fitted concentration of half-maximal effect; % of control where 0% means no effect; nearly all actives have a fitted effect of over 50% in size
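Yeast cells expressing TDP-43 under galactose induction are exposed to compounds for 24 hr at 30 deg C. BacTiter-Glo luminescence measures growth, so protective compounds score as activators.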
Abeta rescue: qHTS for compounds that reverse cellular toxicity of Amyloid beta (A-beta) peptide in yeast: Primary Screen; Potency, µM (series often up to 46.1 µM), for inactives: at the top dose growth rescue, hits mostly activators; AID 1347071, 2019; actives 0.063% (n = 410,000); yeast expressing A-beta42, growth rescue, OD600, 48 h; response scale: 0% DMSO, 100% iron-clioquinol control; note: potency is the fitted concentration of half-maximal effect; nearly all actives have a fitted effect of over 55% in size
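Yeast growth medium received pinned compounds, then yeast cells expressing toxic A-beta were added; plates incubated at 30 C for 48 hr. Growth read as absorbance at 600 nm, normalized to DMSO and equimolar FeCl3 plus clioquinol controls.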
FUS suppressor: qHTS for Suppressors of FUS Proteinopathy: Primary screen using FUS-linked yeast assay; actives 0.24% (n = 390,000); S. cerevisiae FUS-expressing, growth rescue, OD600, 24 h; Potency, µM (titrated, usually from 76.6 µM), for the others: top-dose growth rescue (activation), usual class: activators;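 note: potency is the fitted concentration of half-maximal effect; plate controls were DMSO vehicle for no effect and reference control for full effect; nearly all actives have a fitted effect of over 55% in size; some results filed as inactive show a strong effect at the top dose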
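Cultures pregrown in 2.5% raffinose medium are shifted to minimal medium containing 2% galactose to express toxic FUS. Compounds are tested at several concentrations. After 24hr at 30C, growth is quantified at 600 nm absorbance.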
Akt phos inh: HTS Assay for Inhibitors of Akt Phophorylation: Primary Screen; activity change, % for hits at 50 µM; actives 0.32% (n = 360,000); Neuro2A IGF-stimulated pAkt S473 HTRF, 20 min; stronger effect = lower value; in the data active = activity change below about -80%; inconclusive = mostly about -51% to -80%; note: % is set by controls: 0 for no effect and ±100 for the full control effect
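Single-point screen (50 µM final compound) in Neuro2A cells stimulated 20 min with 6 nM IGF at 37 deg C. After lysis, Ser473-phosphorylated Akt read by HTRF (ex 330 nm, em 615/665 nm) as the 665/615 ratio.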
Mm-Cpn inhibitor: Inhibitors of TCP-1 ring complex (TRiC) of Methanococcus maripaludis (MmCpn): qHTS; Chaperonin Mm-Cpn (Methanococcus maripaludis); purified Mm-Cpn ATPase, ADP Transcreener TR-FRET; Potency, µM (highest dose often 76.9 µM), without a hit: at the highest dose activity, negative = inhibition, usual class: inhibitors; actives 0.031% (n = 330,000); AID 504842, 2011; note: potency is the fitted concentration of half-maximal effect; % is set by controls: 0 for no effect and ±100 for the full control effect; nearly all actives have a fitted effect of over 80% in size
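Purified archaeal chaperonin (25 nM final) was preincubated with compound for 10 min at 37°C, then ATP (10 uM final) was added for 30 min at 37°C in Tris pH 7.4/KCl/MgCl2/DTT buffer. ADP was quantified by HTRF Transcreener TR-FRET.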
aSyn yeast inh: qHTS of alpha-syn Inhibitors; Yeast expressing alpha-synuclein, growth rescue, BacTiter-Glo, 24 h; Potency, µM (top dose mostly 46.1 µM), for the others: top-dose growth rescue (activation), usual class: activators; actives 0.14% (n = 370,000); AID 652106, 2013; note: potency is the fitted concentration of half-maximal effect; % of control where 0% means no effect; nearly all actives have a fitted effect of over 65% in size
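Screening used galactose-induced yeast with toxic alpha-synuclein levels, exposed to compound for 24 hr at 30 deg C. Cell growth, read with BacTiter-Glo luminescence, gave the measured signal.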
GLP1R inv ag: qHTS of GLP-1 Receptor Inverse Agonists (Inhibition Mode); Glucagon-like peptide 1 receptor (Homo sapiens), P43220; HEK293 GLP-1R CRE-luciferase, luminescence, 24 h; GLP-1R form is constitutively active; Potency, µM (doses to about 38.3 µM), without a hit: at the highest dose activity change, negative = inhibition, actives largely listed as inhibitors; actives 1.6% (n = 410,000); note: potency is the fitted concentration of half-maximal effect; % is set by controls: 0 for no effect and ±100 for the full control effect; nearly all actives have a fitted effect of over 55% in size
Target sequence (P43220 whole entry, looked up): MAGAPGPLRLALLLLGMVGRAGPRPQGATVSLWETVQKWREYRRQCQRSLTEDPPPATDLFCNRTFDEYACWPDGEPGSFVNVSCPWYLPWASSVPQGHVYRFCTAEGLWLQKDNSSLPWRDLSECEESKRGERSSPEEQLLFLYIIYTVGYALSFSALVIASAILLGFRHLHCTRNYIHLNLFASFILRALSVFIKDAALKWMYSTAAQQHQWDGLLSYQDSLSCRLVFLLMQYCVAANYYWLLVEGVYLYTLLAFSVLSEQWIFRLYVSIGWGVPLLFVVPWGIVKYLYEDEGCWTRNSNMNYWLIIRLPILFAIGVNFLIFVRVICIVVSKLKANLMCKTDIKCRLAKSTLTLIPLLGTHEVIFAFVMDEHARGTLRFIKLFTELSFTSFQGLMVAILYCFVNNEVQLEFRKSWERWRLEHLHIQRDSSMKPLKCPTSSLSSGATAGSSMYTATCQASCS
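Using stably transfected HEK293 (constitutively active GLP-1R, cAMP-luciferase reporter), compounds were incubated 24 hr and luciferase measured by luminescence.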
PTHR1 agonist: qHTS for PTHR1 Agonists: Primary Screen | HEK293 GP2 PTHR1 cells, GloSensor cAMP luminescence, 1 h | Potency, µM (top dose mostly 115 µM), for inactives: top-dose activation, usual class: activators | actives 0.075% (n = 410,000) | Parathyroid hormone/parathyroid hormone-related peptide receptor (Homo sapiens), Q03431; note: potency is the fitted concentration of half-maximal effect; nearly all actives have a fitted effect of over 55% in size; some results filed as inactive show a strong effect at the top dose; inactives centre near -15; many of its hits are not listed in these tables
Target sequence (Q03431 whole entry, looked up): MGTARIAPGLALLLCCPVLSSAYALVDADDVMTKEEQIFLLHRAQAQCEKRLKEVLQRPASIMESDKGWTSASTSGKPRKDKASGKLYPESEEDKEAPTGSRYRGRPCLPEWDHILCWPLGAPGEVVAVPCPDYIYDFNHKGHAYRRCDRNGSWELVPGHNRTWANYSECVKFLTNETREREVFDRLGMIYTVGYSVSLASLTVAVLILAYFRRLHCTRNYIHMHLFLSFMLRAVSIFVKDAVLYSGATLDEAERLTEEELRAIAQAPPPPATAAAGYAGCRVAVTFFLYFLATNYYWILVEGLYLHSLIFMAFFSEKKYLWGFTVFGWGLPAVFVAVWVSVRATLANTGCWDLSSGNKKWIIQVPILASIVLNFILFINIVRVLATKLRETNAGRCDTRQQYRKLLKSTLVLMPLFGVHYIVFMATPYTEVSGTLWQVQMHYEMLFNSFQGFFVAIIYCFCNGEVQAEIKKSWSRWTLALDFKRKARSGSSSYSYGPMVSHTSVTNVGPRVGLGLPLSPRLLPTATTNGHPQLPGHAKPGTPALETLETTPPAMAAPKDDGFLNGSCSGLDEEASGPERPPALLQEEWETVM
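HEK-293-derived GP2 cells expressing PTHR1 and a GloSensor cAMP reporter, 3,000/well, plated overnight, given luciferin plus IBMX (each 0.5 mM as added) for 1 h at 37 °C, then compound for 1 h at 37 °C. Luminescence was read after 15 min at room temperature.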
HEK293 tox: qHTS of GLP-1 Receptor Inverse Agonists: Cytotox Screen | Potency, µM (series often up to 38.3 µM), for inactives: top-dose activity change, negative = inhibition, hits mostly inhibitors | actives 0.13% (n = 410,000) | HEK293 cAMP-luciferase reporter cells, luminescence, 24 h;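 note: loss of luciferase light is scored as toxicity; potency is the fitted concentration of half-maximal effect; % is set by controls: 0 for no effect and ±100 for the full control effect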
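Seeding density was 200 cells/uL; after overnight-length (12 h) culture, 23 nL compounds went on for 24 h at 37 °C. Readout used a luciferase detection reagent, luminescence taken after 12 min at room temperature.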
Starred values were filed as active, the others as inactive; i = inactive; ? = inconclusive; / = not tested or not shown; & = joins results of further samples; [ ] = dose if it differs, or a comment. Unless noted, calls come from the whole dose curve; as a rule, active = well fitted curve in the direction sought with a large enough effect; inconclusive = small, poorly fitted or top-dose-only effect, or another doubt; inactive = no such curve, though single readings can be large; an effect the other way counts as inactive or inconclusive. Only part of the results is shown; the hit share may differ from the screen's.

cpd	mol	TDP-43 yeast inh	Abeta rescue	FUS suppressor	Akt phos inh	Mm-Cpn inhibitor	aSyn yeast inh	GLP1R inv ag	PTHR1 agonist	HEK293 tox
1	Cc1cccc(NS(=O)(=O)c2nnc(NC(=O)c3cccc(C)c3)s2)c1	13%&19%	-10%&-7%	8%&-7%	i	-2%	-2%	?	-3%	10%&-2%
2	COc1cc2nc(NC(=O)c3ccc(S(=O)(=O)N4CCOCC4)cc3)sc2cc1OC	9%	-10%	-2%	/	/	0%	8%	i	1%
3	COc1ccc(NC(=O)CCSc2nc(-c3ccco3)cc(C(F)(F)F)n2)cc1	0%	-5%	2%	/	/	/	3%	i	1%
4	CCCCCC(=O)NC(Nc1ccc(S(N)(=O)=O)cc1)C(Cl)(Cl)Cl (stereo not drawn)	15%	-4%	/	i	-1%	0%	-23%	i	8%
5	COc1ccccc1N(CC(=O)Nc1c(C)cccc1C)S(C)(=O)=O	-11%	5%	-6%	i	1%	3%	-1%	i	-13%
6	COc1ccc(NC(=O)CNS(=O)(=O)c2cccc3nonc23)c(OC)c1	11%	14%	32%	i	0%	0%	8%	-2%	9%
7	COC(OC)c1ccnc(SCc2ccccc2Cl)n1	0%	-2%	-7%	i	0%	1%	?	-18%	-8%
8	CCCCOC(=O)C(C)Nc1n[nH]c(=S)[nH]c1=O (stereo not drawn)	0%	0%	28%	i	?	-2%	0%	i	4%
9	O=c1[nH]c2ccc(Br)cc2c(=O)o1	-5%	1%	-11%	i	/	7%	0%	i	4%
10	Cc1nn(Cc2ccccc2)c2c1C(c1cccc(Cl)c1)C(C#N)=C(N)O2 (stereo not drawn)	1%	7%	7%	i	-1%	-5%	-24%	i	-13%
11	COc1ccc(-c2nnc(SCC(=O)N3CCCCC3)o2)cc1	5%&0%	0%&-2%	-6%&11%	i	-1%	4%	14%&3%	-16%	-22%&9%
12	C=CCn1c(SCC(=O)NC(=O)NCc2ccco2)nc2sc(C)c(C)c2c1=O	-5%	10%	?	i	-9%	-6%	?	i	?
13	COc1ccc(-c2cc(C(=O)Nc3c(C(=O)c4ccc(C)c(F)c4)oc4ccccc34)no2)cc1	-19%	-16%	12%	/	/	/	13%	17%	0%
14	COc1ccc(OC)c(S(=O)(=O)N2CCCC(C(=O)NCCc3ccccc3)C2)c1 (stereo not drawn)	11%	7%	14%	i	-2%	1%	2%	-4%	2%
15	CC(C)C(=O)Nc1ccc(NC(=S)NC(=O)c2ccc([N+](=O)[O-])cc2)cc1	-10%	-12%	-14%	i	-1%	0%	2%	i	-13%
16	CC(=O)c1cc2c(cc1NS(=O)(=O)c1ccccc1Br)OCO2	3%	-19%	2%	i	3%	-3%	?	-1%	10%
17	Cc1ccc(-c2onc(C)c2C)cc1S(=O)(=O)NCc1ccc(N(C)C)cc1	-33%[inhibitor]	-16%	20%	/	/	/	-24%	-20%	-19%
18	CN(C)/C=C/c1[nH]c(=O)[nH]c(=O)c1[N+](=O)[O-]	8%	6%	0%	i	-1%	4%	5%	-7%	1%
19	COc1ccccc1Cn1c(C)c(C(=O)NCc2ccc(C#N)cc2)sc1=O	20%	-1%	42%	i	/	0%	-2%	-52%[inhibitor]	-1%
20	O=C(NCCCCc1ccccc1)c1ccccc1	1%	8%	8%	i	-4%	10%	-11%[7.66 µM]	i	-7%[7.66 µM]
21	CC[C@]12c3[nH]c4ccccc4c3CCN1C(=O)C(CC(=O)NCC13CC4CC(CC(C4)C1)C3)C[C@@H]2C(=O)N1CCN(C(=O)C2CC2)CC1 (stereo partly drawn)	18%	2%	?	i	-1%	8%	?	i	-4%
22	COc1ccccc1Cn1c(=S)[nH]c2ccc(Br)cc2c1=O	-4%	20%	4%	i	-1%	4%	-2%	i	-14%
23	COc1cc(CNc2ccc(CNc3ncn[nH]3)cc2)ccc1OCc1ccccc1	10%	10%	43%	i	1%	-2%	2µM*	-48%	-2%
24	CCOc1ccccc1C(=O)Nc1cc2c(cc1C)n(C)c(=O)c(=O)n2C	19%	-7%	-6%	/	/	/	19%	i	-11%
25	CN1C(=O)C(C)(C)c2cc(S(=O)(=O)NCc3ccc(Cl)cc3)ccc21	9%	-6%	2%	i	-5%	0%	14%	-35%[inhibitor]	-35%
26	CC(OC(=O)c1ccco1)C(=O)Nc1nc(-c2ccccc2)cs1 (stereo not drawn)	?	-5%	4%	i	-1%	-5%	66%[activator]	-20%	-1%
27	Cc1ccc(Cl)cc1NC(=O)c1cc(NC(=O)CCCC(=O)O)ccc1N1CCCCC1	14%	0%	/	i	0%	0%	12%	-78%[inhibitor]	16%
28	O=C(Cc1ccc([N+](=O)[O-])cc1)NCCS(=O)(=O)N1CCN(c2ccccc2)CC1	11%	-1%	8%	i	/	0%	-3%	-32%[inhibitor]	1%
29	Cc1ccc(N2CCN(CCCN3C(=O)C4CCCN4C3=O)CC2)cc1 (stereo not drawn)	17%	-6%	/	i	2%	2%	-9%	i	-2%
30	O=C(CN1CCN(Cc2ccccc2)CC1)N/N=C/c1ccco1	-4%	-2%	-7%	i	-9%	-3%	15%	i	-2%
31	COc1ccc(C(=O)N2CCC(C(=O)Nc3cccc(C)c3)CC2)cc1OC	-5%	12%	3%	i	-1%	5%	-9%	-3%[57.5 µM]	-3%
32	CSC1=N/C(=C/c2cccnc2)C(=O)N1Cc1ccccc1	-27%	-8%	15%	i	0%	-1%	1%	-17%	-9%

Part of the list above, with each value named:
31: COc1ccc(C(=O)N2CCC(C(=O)Nc3cccc(C)c3)CC2)cc1OC
  TDP-43 yeast inh: -5%; Abeta rescue: 12%; FUS suppressor: 3%; Akt phos inh: i; Mm-Cpn inhibitor: -1%; aSyn yeast inh: 5%; GLP1R inv ag: -9%; PTHR1 agonist: -3%[57.5 µM]; HEK293 tox: -3%
32: CSC1=N/C(=C/c2cccnc2)C(=O)N1Cc1ccccc1
  TDP-43 yeast inh: -27%; Abeta rescue: -8%; FUS suppressor: 15%; Akt phos inh: i; Mm-Cpn inhibitor: 0%; aSyn yeast inh: -1%; GLP1R inv ag: 1%; PTHR1 agonist: -17%; HEK293 tox: -9%

(continued)
cpd	mol	TDP-43 yeast inh	Abeta rescue	FUS suppressor	Akt phos inh	Mm-Cpn inhibitor	aSyn yeast inh	GLP1R inv ag	PTHR1 agonist	HEK293 tox
33	Cc1cccc(-n2c(SCC(=O)N(C)C3CCS(=O)(=O)C3)nc3ccccc3c2=O)c1C (stereo not drawn)	0%	11%	3%	i	1%	0%	4%	-11%	0%
34	Cc1cccc(Oc2nc3c(C)cccn3c(=O)c2/C=C(\C#N)c2nc3ccccc3[nH]2)c1	17%[9.22 µM]	-7%	-22%	/	/	/	5%	i	-1%
35	COC(=O)c1ccc(COc2ccc3ccc(=O)oc3c2)o1	-2%	?	-2%	i	-2%	-4%	6%	-8%	10%
36	CC(C1CC1)N(C(=O)c1ccccc1O)c1ccccc1 (stereo not drawn)	?	18%	26%	i	-2%	-2%	?	-1%	2%
37	Nc1c2c(nc3ccccc13)CSCC2	12%	-17%	7%	i	/	-1%	-10%	i	-26%
38	Cc1ccc(S(=O)(=O)c2nc(-c3ccc(F)cc3)oc2SCC(=O)c2ccccc2)cc1	15%	3%	21%	/	/	/	?	i	2%
39	Cc1c(C)n(Cc2ccc(F)cc2)c2ccc(C(=O)NCCCN3CCOCC3)cc12	-20%	5%	18%	i	2%	-1%	?	?	-16%
40	COc1cccc(OCC(=O)NCCS(=O)(=O)N2CCN(c3ccccc3)CC2)c1	3%	2%	-14%	i	/	2%	5%	-20%	-17%
41	COCc1ccc(CN2CCCCC2C(=O)Nc2ccc(Oc3ccccc3)nc2)o1 (stereo not drawn)	21%	6%	/	i	0%	-1%	?	i	-10%
42	C/C(=N\Nc1ncc(Cl)cc1Cl)c1ccccn1	?	-85%[inhibitor]	13%	i	-2%	-37%[inhibitor]	-83%	-47%[inhibitor]	-66%
43	COc1cc2c(C(=O)N3CCN(C)CC3)c(CSc3ccccc3)n(C)c2cc1Br	13%	-12%	33%	i	-3%	-1%	?	-5%	4%
44	O=C(NC1CC1)c1sc2cc(Cl)ccc2c1Cl	?	-2%	-6%	i	1%	3%	38%[activator]	-4%	5%
45	Cc1c(Cc2ccccc2)c(=O)oc2cc(OCC(=O)N3CCC(C(=O)O)CC3)ccc12	11%	-22%	32%	i	-2%	8%	-8%	5%	-9%

Along the list, as entered above:
Compounds 41 to 45 in aSyn yeast inh read -1%, -37%[inhibitor], -1%, 3%, 8%
Compounds 41 to 45 in Abeta rescue read 6%, -85%[inhibitor], -12%, -2%, -22%

Marked active in GLP1R inv ag (from the list above):
entry	SMILES	TDP-43 yeast inh	Akt phos inh	Mm-Cpn inhibitor	GLP1R inv ag	PTHR1 agonist
23	COc1cc(CNc2ccc(CNc3ncn[nH]3)cc2)ccc1OCc1ccccc1	10%	i	1%	2µM*	-48%

Compound activity: PubChem BioAssay, National Center for Advancing Translational Sciences (NCATS)
